A350 fluor: qHTS Assay for Spectroscopic Profiling in A350 Spectral Region; max dye-equivalent concentration, M; 59,000 compounds, 11% hits; Compound autofluorescence, 340/450 nm, Alexa 350 dye-equivalents; stronger effect = higher value; in the data active = max dye-equivalent concentration above about 10 nM; inconclusive = mostly about 1.1 nM to 9.6 nM
CRE-bla Fsk: Cell signaling CRE-BLA (Fsk stim); CHO CRE-bla reporter (cAMP response element driving beta-lactamase), forskolin EC10, beta-lactamase ratio; Potency, µM (series often up to 38.2 µM), without a hit: at the top dose activity change, negative = inhibition, actives largely listed as activators; 71,000 compounds, 2.5% hits; active = well fitted activation curve with a large enough effect in the signal ratio, with a control signal flat, not every such curve was filed as active; inconclusive = small, poorly fitted or top-dose-only effect, or effect the other way, or a change in a side signal; the % refers to the signal ratio; also: potency is read from the fitted curve at half-maximal effect; % of control where 0% means no effect
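qHTS titration format; CRE-bla CHO reporter; stimulus EC10 NKH 477, a water-soluble forskolin. Read: CCF4 460/530 nm ratio. Potency expressed as AC50 for activators or inhibitors.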
BRCT inh green: qHTS Assay for Inhibitors of BRCT-Phosphoprotein Interaction (Green Fluorophore); Breast cancer type 1 susceptibility protein (Homo sapiens), P38398; Potency, µM (series often up to 76.9 µM), for the others: top-dose activity change, negative = inhibition, most hits filed as inhibitors; AID 875, 2007; BRCA1 BRCT-phosphopeptide binding, green fluorescence polarization; 75,000 compounds, 0.05% hits;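 also: potency is read from the fitted curve at half-maximal effect; plate controls were peptide without protein for full effect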
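Compounds were incubated for 12 min at room temperature with a complex of 100 nM fluorescein-tagged pBACH1 decapeptide and 250 nM His-tagged BRCT protein. Buffer was phosphate pH 7.3 with EDTA, DTT and Tween 20. Disruption of binding lowers the polarization signal.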
Pol III holo inh: qHTS Assay for Inhibitors of DNA Polymerase III Holoenzyme System. reconstituted DNA polymerase III holoenzyme replication, biochemical. Potency, µM (doses to about 57.1 µM), inactives show at the highest dose activity change, negative = inhibition. AID 603, 2007. 71,000 compounds, 0.25% hits; also: potency is read from the fitted curve at half-maximal effect; % is scaled to controls: 0 for no effect and ±100 for the full control effect
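Reconstituted *E. coli* holoenzyme (0.35 nM Pol III, 1 nM beta, 154 nM SSB, 2 nM primase) was preincubated with compound for 15 min at RT. Synthesis on 1.4 nM ssM13Gori ran 35 min, then was stopped with PicoGreen/EDTA and read as dsDNA fluorescence.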
BRCT PPI red: qHTS Assay for Inhibitors of BRCT-Phosphoprotein Interaction (Red Fluorophore); Breast cancer type 1 susceptibility protein (Homo sapiens), P38398; BRCT-phosphopeptide binding, red fluorescence polarization; Potency, µM (doses to about 76.9 µM), for the others: top-dose activity change, negative = inhibition, actives largely listed as inhibitors; 75,000 compounds, 0.03% hits; AID 892, 2007; also: % is scaled to controls: 0 for no effect and ±100 for the full control effect
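Rhodamine-labelled pBACH1 10-mer (100 nM) bound to BRCT domain (100 nM) at pH 7.3; compounds incubated 12 min room temperature, polarization read. Free peptide defines full inhibition; unlabelled decapeptide titrated as control.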
4-MU autofl: qHTS Assay for Spectroscopic Profiling in 4-MU Spectral Region | max dye-equivalent concentration, M | compound autofluorescence, 340/450 nm, 4-MU equivalents; stronger effect = higher value | AID 589, 2007 | 59,000 compounds, 11% hits; in the data active = max dye-equivalent concentration above about 10 nM; inconclusive = mostly about 1.1 nM to 9.6 nM
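Compounds in 100 mM Tris, pH 8.0, sat 15 min at room temperature before fluorescence was read at 340 nm excitation/450 nm emission; a per-plate six-point 4-MU standard curve converted signals to dye-equivalent concentration at each compound concentration.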
ALOX15 inhib: qHTS Assay for Inhibitors of 15-hLO (15-human lipoxygenase); Polyunsaturated fatty acid lipoxygenase ALOX15 (Homo sapiens), P16050; purified 15hLO-1, xylenol orange hydroperoxide absorbance; Potency, µM (series often up to 57.1 µM), without a hit: top-dose activity change, negative = inhibition, hits mostly inhibitors; 74,000 compounds, 1.4% hits; also: potency is read from the fitted curve at half-maximal effect; % is scaled to controls: 0 for no effect and ±100 for the full control effect; nearly all actives have a fitted effect of over 55% in size
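Purified human 15hLO-1 (40 nM final) in 25 mM Hepes pH 7.5, 0.01% Triton X-100 was preincubated with compound 15 min at room temperature, then reacted 6 min with 50 uM arachidonic acid; hydroperoxide detected by Fe-XO, 573/405 nm absorbance ratio.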
HBB splice mod: qHTS Assay for Modulators of Hemoglobin Beta Chain Splicing. HBB splicing reporter cell assay, activation; EGFP reporter with mutant IVS2-654 intron; response scale: normalised to 500 nM splice-correcting PNA. Potency, µM (titrated, usually from 46.1 µM), for the others: at the top dose activation, hits mostly activators. 65,000 compounds, 0.06% hits. AID 925, 2007; also: potency is read from the fitted curve at half-maximal effect; 0% is about no effect
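HeLa cells stably expressing EGFP interrupted by mutant beta-globin intron 2 (IVS2-654), 500/well in 2% FCS. Treated with compound for 2 days at 37C. Splicing correction scored as total well GFP intensity (488 nm excitation, 500-520 nm emission); 500 nM antisense PNA served as control.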
Epigenetic mod: qHTS Assay for Epigenetic Modulators | 68,000 compounds, 0.09% hits | Potency, µM (doses to about 46.1 µM), for inactives: top-dose GFP derepression (activation) | mouse C127i GFP locus derepression, cytometry, 30 h; also: % of control where 0% means no effect
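Derepression screen: silenced CMV-GFP reporter in murine C127i cells, 30 h compound incubation at 37 C, washed cells imaged by laser-scanning cytometer to enumerate GFP-expressing objects of 20 to 120 um.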
Ub-GFP proteasome: Ubiquitin-GFP Assay. Ubiquitin-GFP reporter cells, proteasome inhibition, GFP fluorescence; response scale: untreated = 0%, 10 µM MG-132 = 100%. Potency, µM (titrated, usually from 45.9 µM), for inactives: top-dose activation (GFP accumulation), actives largely listed as activators. 67,000 tested, under 10 active. AID 526, 2006; active = well fitted activation curve with a large enough effect, not every such curve was filed as active; inconclusive = small, poorly fitted or top-dose-only effect, or another doubt; inactive = no such curve, though single readings can be large or run the other way; also: potency is read from the fitted curve at half-maximal effect
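U2OS cells expressing ubiquitin(G76V)-GFP, seeded overnight in 0.5% FBS medium, then treated 4 hr at 37 C across 46 uM to 2.9 nM. GFP-positive cells counted by laser cytometry (488 ex/515 em); %activity scaled between basal and 10 uM MG-132.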
Hsp90 Hop PPI: qHTS Assay for Disrupters of an Hsp90 Co-Chaperone Interaction; 71,000 compounds, 0.44% hits; Potency, µM (series often up to 57 µM), for the others: at the highest dose activity change, negative = inhibition; AID 595, 2007; Hsp90 C-terminal peptide / TPR2A (Hop) interaction, human; AlphaScreen TPR2A-His6 binding biotin-Hsp90 C-terminal peptide; active = well fitted curve in either direction with a large enough effect; inconclusive = small, poorly fitted or top-dose-only effect, or another doubt; also: potency is read from the fitted curve at half-maximal effect; % is scaled to controls: 0 for no effect and ±100 for the full control effect; many of its hits are not listed in these tables
Active calls of the source: *; i = inactive; ? = inconclusive; . = not tested or not shown; [ ] = remark or other dose. Unless noted, calls follow the shape of the dose curve; as a rule, active = well fitted curve in the direction sought with a large enough effect; inconclusive = small, poorly fitted or top-dose-only effect, or another doubt; inactive = no such curve, though single readings can be large; an effect the other way counts as inactive or inconclusive. An unsorted share of the library. About 12% of those tested had a hit in this group.

SMILES	A350 fluor	CRE-bla Fsk	BRCT inh green	Pol III holo inh	BRCT PPI red	4-MU autofl	ALOX15 inhib	HBB splice mod	Epigenetic mod	Ub-GFP proteasome	Hsp90 Hop PPI
CC1CN(S(=O)(=O)c2cn(C)c(=O)n(C)c2=O)CC(C)O1 (configuration not stated)	.	0%	1.7%	-2%	-0.9%	.	-16%	-0.8%	.	10%	-6%
N[C@@H]1[C@@H]2[C@@H]3C[C@H]4N(CC[C@@]14C(=O)C(=O)O)CC3=CCO[C@@H]2CC(=O)O	i	-4%[7.6 µM]	-0.5%[15.4 µM]	-10%[11.4 µM]	0.0%[15.4 µM]	i	2%[11.4 µM]	2.6%[9.22 µM]	2%[9.22 µM]	-5%[9.17 µM]	0%[11 µM]
CCCN(Cc1cc2cc(C)ccc2[nH]c1=O)C(=O)c1cccc(OC)c1	?	?	3.3%	0%	-1.4%	?	-12%	5.6%[0.369 µM]	2%	-3%	-5%
COc1ccccc1N1CCN(C(=O)CCc2ccc(S(=O)(=O)NC(C)C)cc2)CC1	i	2%	0.0%	-6%	-2.1%	i	1%	.	-3%	1%	3%
CC(C)Cn1c(N)c(C(=O)NCC2CCCO2)c2nc3ccccc3nc21 (configuration not stated)	4.1e-06M*	?	0.3%	-1%	-1.0%	2.2e-06M*	-21%	-2.7%	1%	-3%	?
COc1cccc(C(=O)Nc2c(F)c(F)c(F)c(F)c2F)c1	i	-1%	-2.0%	-3%	0.9%	i	7%	2.9%	7%	-3%	11%
CCn1c(CNC(=O)c2ccc(OC)cc2)nnc1SCC(=O)c1ccccc1	i	-5%	-0.5%	1%	0.6%	i	0%	2.1%	0%	9%	-4%
CCn1c(CSc2nccn2C)nc2cc(C(=O)O)ccc21	3.1e-08M*	?	-2.4%	-2%	-15%	3.3e-08M*	-12%	-1.7%	-1%	-2%	-3%
COC(=O)CN(c1ccc(C(C)C)cc1)S(=O)(=O)c1c(C)[nH]c(=O)[nH]c1=O	.	-8%	-1.6%	1%	1.4%	.	-1%	-0.1%	.	-9%	-2%[2.3 µM]
COc1ccccc1NS(=O)(=O)c1cc(C(=O)NCCN2CCOCC2)ccc1Cl	i	-8%	-1.3%	4%	0.4%	i	15%	-1.4%	-1%	0%	-4%
CC1(C)C(C=C(Cl)Cl)C1C(=O)N1CCN(c2ccccc2)CC1 (configuration not stated)	i	-5%	0.2%	0%	0.0%	i	-9%	-0.7%	2%	-8%	3%
CC(c1ccco1)N(C(=O)c1ccc(S(=O)(=O)N2CCCCC2)cc1)c1ccccn1 (configuration not stated)	?	-8%	1.4%	-4%	0.6%	i	1%	-9.3%	0%	-2%	-3%
CCOC(=O)C1=C(N)OC2=C(C(=O)CCC2)C1c1ccc(C)s1 (configuration not stated)	.	10%	1.2%	-3%	-0.7%	.	-11%	0.2%[9.22 µM]	-2%	-4%	?
COc1cc2ccccc2cc1C(=O)Nc1ccc(S(=O)(=O)Nc2cc(C)on2)cc1	?	?	0.7%	10%	-1.9%	?	-4%	3.2%	-3%	-7%	-2%
COc1ccc(-c2nnc3ccc(SCC(=O)N4CCN(c5ccccc5)CC4)nn23)cc1OC	i	?	-0.9%	3%	-0.7%	i	-6%	0.3%	1%	11%	-1%
Cc1cn(CC[C@H](N)C(=O)O)c(=O)[nH]c1=O	i	9%[7.6 µM]	1.0%[15.4 µM]	-6%[11.4 µM]	-0.5%[15.4 µM]	i	0%[11.4 µM]	1.2%[9.22 µM]	0%[9.22 µM]	-2%[9.17 µM]	-1%[11 µM]
CCC1CCCCN1C(=O)COC(=O)c1ccc(S(=O)(=O)N2CCOCC2)cc1 (configuration not stated)	?	-14%	-1.9%	-3%	-3.2%	i	-1%	-0.4%[57.5 µM]	0%	2%	3%
O=C(NCCc1cccc(F)c1)[C@@H]1CSC2c3ccccc3C(=O)N21 (some centres not stated)	i	?	-0.2%	2%	-1.2%	i	1%	0.1%	-2%	12%	-3%
Cc1ccc(-c2nc3ncccn3c2NC2CCCC2)o1	?	?	-3.0%	0%	0.4%	?	3%	-3.4%	-4%	-9%	-12%
COc1ccc(-n2c(=O)c(-c3ccccc3)nc3cnc(N4CCNCC4)nc32)cc1	?	?	-1.6%	-7%	-5.0%	?	15%	-0.2%	5%[9.22 µM]	3%	-3%
N=c1n(CCN2CCOCC2)c2ccccc2n1CC(=O)c1ccc(Cl)c(Cl)c1	i	?	3.1%	-5%	0.9%	i	-12%	3.5%	-1%	0%	-4%
Cc1nc2ccccc2c2oc(C(=O)NCCCN3CCC(C)CC3)cc12	.	23%	2.4%	-6%	-3.6%	.	3%	-0.4%	0%	9%	-2%
CC1=CC2=C(OC1N(C)C)c1cccc3cccc(c13)C2=O (configuration not stated)	.	-6%	-8.7%	?	-2.4%	.	7.9µM*	-2.2%	0%	12%	-28%
O=C(CN1CCN(C(=O)N2CCOCC2)CC1)Nc1ccc(Br)cc1	i	-13%	-3.0%	-3%	0.8%	i	-1%	0.5%	2%	6%	-5%
CC1(C)CC(=NO)CC(C)(C)N1	i	-19%	-0.6%	-6%	1.3%	i	3%	0.6%	5%	0%	-7%
COc1ccc2c(Cl)cc(NC(=S)Nc3ccccc3)nc2c1	i	11%[7.6 µM]	-1.0%[15.4 µM]	-8%[11.4 µM]	0.9%[15.4 µM]	i	26%[11.4 µM]	2.7%[9.22 µM]	3%[9.22 µM]	-3%[9.17 µM]	3%[11 µM]
Cc1cccn2cc(-c3ccc(S(=O)(=O)N4CCOCC4)cc3)nc12	.	30%	-1.1%	-1%	-0.7%	.	-10%	1.1%	5%	0%	-3%
OC(c1ccc(Cl)cc1Cl)C(Cc1cccnc1)n1cncn1 (configuration not stated)	i	-21%	-2.2%	-1%	0.2%	i	-3%	8.1%[0.369 µM]	4%	-1%	1%
COC(=O)c1cc(Br)c(=O)n(-c2ccccc2OC)c1	i	14%	-2.2%	5%	0.7%	i	5%	-1.8%[0.369 µM]	2%	8%	0%
CCOC(=O)c1ccc(Nc2ncnc3c2cnn3C)cc1	i	?	-4.0%	0%	-1.6%	i	-10%	0.9%[57.5 µM]	-1%	1%	-5%
CCCn1c(NCc2cc(C)ccc2O)nc2ccccc21	.	-9%	0.7%	5%	-1.6%	.	-16%	0.0%	0%	0%	-2%
O=C(CCn1c(=O)oc2ccccc21)Nc1ccon1	i	?	-3.8%	-5%	1.3%	i	1%	-2.8%	1%	9%	-1%
COc1ccc(O)c(-c2cn[nH]c2-c2cccs2)c1	i	-9%	1.3%	-2%	-0.8%	i	-10%	-1.2%	-3%	5%	-8%

From PubChem
